JMJD2A Tudor inh = qHTS Assay for Inhibitors of JMJD2A-Tudor Domain; 390,000 compounds, 4.4% hits; AlphaScreen JMJD2A-Tudor / H3K4me3 peptide binding; Potency, µM (top dose mostly 114 µM), for inactives: top-dose activity change, negative = inhibition, usual class: inhibitors; AID 504339, 2011; Lysine-specific demethylase 4A (Homo sapiens), O75164; note: potency is the fitted concentration of half-maximal effect; % is set by controls: 0 for no effect and ±100 for the full control effect; nearly all actives have a fitted effect of over 50% in size
RGS4 inh = Inhibitors of Regulator of G Protein Signaling (RGS) 4: qHTS; Transcreener GDP fluorescence polarization, RGS4-accelerated GTP hydrolysis; 390,000 compounds, 0.039% hits; Potency, µM (highest dose often 114 µM), for the others: at the top dose activity change, negative = inhibition, usual class: inhibitors; Regulator of G-protein signaling 4 (Homo sapiens), P49798; note: potency is the fitted concentration of half-maximal effect; % is set by controls: 0 for no effect and ±100 for the full control effect; nearly all actives have a fitted effect of over 75% in size; some results filed as inactive show a strong effect at the top dose
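MLSMR compounds (23 nl, pin-transferred) preincubated 10 min at room temperature with a 500nM (2x) first reagent, then RGS4 at 900nM (2x) plus Transcreener GDP mix added; fluorescence polarization (620/688 nm) read before and after 90 min at 30 °C.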
BAZ2B inh = qHTS Assay for Inhibitors of BAZ2B. Potency, µM (titrated, usually from 114 µM), for the others: at the top dose activity change, negative = inhibition, most hits filed as inhibitors. 360,000 compounds, 4.4% hits. AlphaScreen BAZ2B-H3K14Ac peptide displacement. Bromodomain adjacent to zinc finger domain protein 2B (Homo sapiens), Q9UIF8. AID 504333, 2011; note: potency is the fitted concentration of half-maximal effect; % is set by controls: 0 for no effect and ±100 for the full control effect; nearly all actives have a fitted effect of over 60% in size
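Compounds, titrated to a top concentration of 110 uM, were incubated 30 min at room temperature with preformed BAZ2B/acetyl-K14 H3 peptide complex (50 nM each). Proximity signal was measured by AlphaScreen after 20 min with beads.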
G9a inh = qHTS Assay for Inhibitors of Histone Lysine Methyltransferase G9a | Histone-lysine N-methyltransferase EHMT2 (Homo sapiens), Q96KQ7 | G9a H3K9 monomethylation, AlphaScreen, 2 h | Potency, µM (highest dose often 102 µM), inactives show at the highest dose activity, negative = inhibition, most hits filed as inhibitors | 350,000 compounds, 8.8% hits | AID 504332, 2011; note: potency is the fitted concentration of half-maximal effect; % is set by controls: 0 for no effect and ±100 for the full control effect; nearly all actives have a fitted effect of over 75% in size
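Readings reflect AlphaScreen signal from monomethyl-H3K9 antibody detection. HMT at 20 nM; substrate b-H3K9 500 nM; cofactor SAM 20 uM; 2 h RT reaction; compounds tested as titrations in qHTS with 15 min preincubation.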
PI4K2A block = qHTS for small molecular inhibitors of PI4K2A; 420,000 compounds, 0.13% hits; AID 1346378, 2018; Phosphatidylinositol 4-kinase type 2-alpha (Homo sapiens), Q9BTU6; activity change, negative = inhibition, % at 76.9 µM; purified PI4K2A, ADP-Glo luminescence, 1 h; stronger effect = lower value; in the data active = activity change below about -50%; inconclusive = mostly about -30% to -49%;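 note: -100% = wells without enzyme as full effect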
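In this quantitative HTS, ADP production by PI4K2A was quantified luminescently after 1 h at ambient temperature; 100 microM adenosine served as plate-quality control.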
HP1b chromo inh = HTS for Inhibitors of HP1-beta Chromodomain Interactions with Methylated Histone Tails; 390,000 compounds, 0.56% hits; AlphaScreen HP1-beta / biotin-H3K9me3 peptide binding; Potency, µM (titrated, usually from 114 µM), without a hit: top-dose activity change, negative = inhibition, most hits filed as inhibitors; note: potency is the fitted concentration of half-maximal effect; nearly all actives have a fitted effect of over 70% in size; inactives centre near 23
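HP1-beta protein (50 nM final) preincubated 30 min at room temperature with biotinylated H3(1-18)K9me3 peptide (50 nM) in PBS pH 7.4, 0.01% Tween-20, then compound added for 30 min. AlphaScreen streptavidin donor/nickel chelate acceptor beads (10 ug/mL final), 30 min dark, luminescence read.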
ERG Ets-DNA blk = qHTS for Small Molecule Inhibitors of the ERG Ets/DNA interaction; Transcriptional regulator ERG (Homo sapiens), P11308; fluorescence polarization, His-ERG Ets domain / labelled DNA; Potency, µM (titrated, usually from 76.9 µM), for the others: top-dose FP activity, negative = inhibition, hits mostly inhibitors; 370,000 compounds, 0.028% hits; AID 624246, 2012; active = well fitted inhibition curve with a large enough effect in the polarisation, with a control signal flat; inconclusive = small, poorly fitted or top-dose-only effect, or effect the other way, or a change in a side signal; inactive = no such curve, though single readings can be large or run the other way; the % refers to the polarisation;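 note: polarization taken with two DNA probes labelled with fluorescein and Texas red; potency is the fitted concentration of half-maximal effect; % of control where 0% means no effect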
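His-tagged ERG Ets domain (1 uM in the protein solution; 300mM KCl, 50mM Tris-HCl, 1mM EDTA, 1mM DTT, pH 7.5) received compound, then a probe mix of 5 nM fluorescein-DNA and 100nM Texas-615-DNA. Fluorescence polarization was read for both dyes.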
GLS inhibitor = qHTS for Inhibitors of Glutaminase (GLS); Potency, µM (highest dose often 45.5 µM), for the others: at the top dose activity change, negative = inhibition, usual class: inhibitors; Glutaminase kidney isoform, mitochondrial (Homo sapiens), O94925; GLS enzymatic activity, qHTS titration; 410,000 compounds, 0.21% hits; note: potency is the fitted concentration of half-maximal effect; % is set by controls: 0 for no effect and ±100 for the full control effect
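Human kidney-isoform GLS in 45 mM KH2PO4 pH 8.2, 0.02% Tween-20, with compound, started with 1mM L-Glutamine (added stock). Glutamate oxidase/HRP/Amplex red coupled fluorescence read at start and after 30 min at RT.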
12-LOX inh = Primary qHTS assay for inhibitors of human arachidonate 12S-lipoxygenase (ALOX12): Round 2; purified 12hLO, xylenol orange hydroperoxide absorbance; Potency, µM (series often up to 108 µM), for inactives: at the highest dose activity change, negative = inhibition, actives largely listed as inhibitors; 580,000 compounds, 1.1% hits; note: potency is the fitted concentration of half-maximal effect; % is set by controls: 0 for no effect and ±100 for the full control effect
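Purified human 12hLO at 150 nM in 25 mM Hepes, 0.01% Triton X-100, pH 7.0, preincubated 15 min at room temperature with compound. Reaction started with 40 uM arachidonic acid, 30 min at room temperature. Hydroperoxide measured by Fe-xylenol orange, 573/405 nm absorbance ratio.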
* = called active by the depositor; ? = inconclusive; / = no result given; & = joins results of further samples; [ ] = another dose, or the depositor's remark. Unless noted, calls come from the whole dose curve; as a rule, active = well fitted curve in the direction sought with a large enough effect; inconclusive = small, poorly fitted or top-dose-only effect, or another doubt; inactive = no such curve, though single readings can be large; an effect the other way counts as inactive or inconclusive. An excerpt. The share of hits here may be higher or lower than overall.

SMILES	JMJD2A Tudor inh	RGS4 inh	BAZ2B inh	G9a inh	PI4K2A block	HP1b chromo inh	ERG Ets-DNA blk	GLS inhibitor	12-LOX inh
O=C(NC1CC(=O)N(c2ccccc2)C1)c1cccs1 (stereo not drawn)	6%	-1%	-1%	12%[59 µM]	-1	30%	3%	0%	-9%
O=C(NCc1nnnn1-c1ccc(F)c(F)c1)c1ccc2ccccc2c1	-12%	-2%	12%	-27%	1	6%	0%	0%	1%
CCS(=O)(=O)N1Cc2ccccc2CC1C(=O)Nc1nnc(SCc2ccc(F)cc2)s1 (stereo not drawn)	-17%	-16%	2%	-43%	-4	29%	0%	8%	14%
CCC(=O)N1CCc2cc(S(=O)(=O)NCCC(=O)N3CCN(Cc4ccccc4)CC3)ccc21	-14%	-6%	7%	-9%[59 µM]	2	14%	-7%	-9%	-2%
CCCN(CCC)CCCNc1ccc(C(=O)Nc2cccc(OC)c2)cc1[N+](=O)[O-]	?	-22%	?	-39%	1	2%	5%	0%	2%
CCOc1ccc(NC(=S)Nc2ccccc2C2CC2)cc1	?	-37%	-39%	-2%	-2	-7%	-1%	19%	?
Cc1ccc(S(=O)(=O)NCCc2cc3ccc(C)c(C)c3[nH]c2=O)cc1	-17%	-2%	-11%	11%	3	-24%	-2%	-15%	-16%
CC(=O)NCCn1c(SCc2ccccc2F)nc2ccccc2c1=O	0%	-28%	6%	-10%[59 µM]	-6	23%	-1%	-3%	0%
O=C(CCc1ccc(S(=O)(=O)N2CCOCC2)cc1)Nc1ccc2ccccc2c1	0%	7%	-21%	?	-5	24%	0%	4%	0%
COc1ccc2nc(/C(C#N)=C\c3ccc(Oc4ccc([N+](=O)[O-])cn4)cc3)[nH]c2c1	-27%	-31%	-37%	5%[59 µM]	3	-12%	0%	-3%	3%
COc1cc(/C=N\n2nnnc2N)ccc1OCc1ccc(F)cc1	-18%	-24%	-1%	0%[59 µM]	1	25%	-1%	-13%	153%[activator]
C=CCN(C(=O)CNC(=O)c1ccco1)C(C(=O)NC1CCCC1)c1cccs1 (stereo not drawn)	3%	-20%	-3%	7%	1	50%[activator]	-8%	-2%	-16%
Cc1cccc(CCNC(=O)C2CCN(S(=O)(=O)c3cccc4cccnc34)CC2)c1	-12%	23%	-9%	/	3	22%	2%	5%	12%
CCCc1nc2ccc(NC(=O)NCCC(=O)OCC)cc2c(=O)n1Cc1cccc(Cl)c1	-12%	23%	-29%	8%[59 µM]	-2	9%	-1%	19%	140%[activator]
COc1ccc(/C=N/NC(=O)c2ccc(N(C)S(=O)(=O)c3ccccc3)cc2)c(OC)c1	-17%	1%	4%	-39%	0	20%	-8%	11%	11%
CC1CCCC(C)N1CCCNC(=O)c1cc2c(=O)n(C)c3ccccc3c2n1C (stereo not drawn)	-19%	-14%	-4%	?	20	46%[activator]	0%	-7%	270%[activator]
CCn1ncc(/C=N\NC(=O)COc2ccccc2)c1C	-4%	-14%	11%	9%[59 µM]	-4	29%	/	-13%	-1%
Cc1cccnc1NC(=O)CCc1c[nH]c2ccccc12	-23%	11%	-25%	20%	-1	22%	9%	27%	-10%
CN(C)C(=S)SCC(=O)NCc1ccc(F)cc1	-8%	36%	0%	12%	1	15%	-14%	-1%	-8%
N#CC1=C(SCC(N)=O)NC2=C(C(=O)c3ccccc32)C1c1ccc(Cl)cc1 (stereo not drawn)	-34%	-42%	-2%	50µM*	-2	21%	-16%	-22%	?
CC(C)=CCN1CCN(Cc2c[nH]c3ccccc23)CC1CCO (stereo not drawn)	-7%	-7%	-20%	4%	-1	10%	3%	1%	11%
Cc1ccnc(NC(=O)c2ccoc2C)c1	-8%	3%	-9%	-11%[59 µM]	?	12%	10%	-3%	-23%
CCOC(=O)N1CCN(C(=O)C2CCC(CNS(=O)(=O)c3ccccc3)CC2)CC1 (stereo not drawn)	-5%	-16%	3%	/	-13	39%	-9%	9%	4%
COc1ccc(NC(=O)CSCCc2ccccn2)cc1OC	-13%	13%	11%	4%	-4	24%	-3%	-6%	3%
CCN1C(=O)N[C@@H](c2cccc(F)c2)C(C(C)=O)=C1C	-17%	-15%	/	/	-1	32%	5%	-7%	4%

(continued)
SMILES	JMJD2A Tudor inh	RGS4 inh	BAZ2B inh	G9a inh	PI4K2A block	HP1b chromo inh	ERG Ets-DNA blk	GLS inhibitor	12-LOX inh
Nc1ccc(-c2cc3ccccc3c(=O)o2)cc1	22%	-27%	/	/	8	66%[activator]	-10%	5%	7%
O=c1cc(CN2CCCCCC2)nc2sccn12	-7%	-15%	?	/	1	35%	0%	-2%	?
O=C(NCCc1cccs1)C1CC(c2ccc([N+](=O)[O-])cc2)=NO1 (stereo not drawn)	-23%	-23%	40%[activator]	44%[59 µM]	-4	35%[activator]	7%	-2%	-3%
O=C1NC(CCc2ccccc2)C(=O)N1Cc1ccccc1Cl (stereo not drawn)	-14%	-3%	-7%	37%[59 µM]	-7	9%	2%	6%	-16%
CC(=O)N1CCCc2cc(S(=O)(=O)NCc3ccccc3Cl)ccc21	-1%	-15%	2%	0%[59 µM]	-3	34%[57 µM]	2%	-4%	?
Cc1nn(C)c(Oc2cccc(Cl)c2)c1C=O	-4%	15%	4%	6%	2	18%	-2%	-6%	0%
Cc1nc(SC(C)C(=O)NCC2CCCO2)c2cc(-c3ccccc3)sc2n1 (stereo not drawn)	-1%	-13%	-8%	1%[0.501 µM]	0	51%[activator]	-9%	-3%	7%
COc1ccc(C(=O)NCc2nnc(SCC(=O)Nc3cc(C)cc(C)c3)o2)cc1OC	7%	-19%	10%	13%[12.7 µM]	1	30%	-6%	-2%	11%
CCc1c(C)nc(N2CCN(c3ccc(Cl)cc3)CC2)[nH]c1=O	-20%	?	-4%	-9%	-1	-18%	8%	-8%	21%
COc1ccc(-c2[nH]ncc2CN(C)Cc2ccccn2)c(OC)c1	-3%	-14%	?	/	-13	50%[activator]	17%	-19%	-1%
CCN1C[C@@H]2[C@@H]3C(=O)N(C)C(=O)[C@@H]3[C@](CC)(C1=O)N2C(=O)c1ccc(F)cc1	-27%	9%	/	/	-2	21%	5%	2%	-2%
CN(C)S(=O)(=O)c1ccc(N2CCCC2)c(C(=O)N2CCC(C(N)=O)CC2)c1	-6%	16%	11%	-8%	3	0%	?	5%	-3%
COc1ccc2nc(NC(=O)c3ccc4ncsc4c3)sc2c1	?	-29%	2%	?	-2	70%[activator]	6%	-21%	/
Cc1ccccc1S(=O)(=O)Nc1ncnc2sccc12	-10%	-9%	4%	-2%[12.7 µM]	5	27%	6%	0%	0%
Cc1ccc2nc(NC(=O)C3CC(=O)N(Cc4ccco4)C3)sc2c1 (stereo not drawn)	-20%	-1%	-37%	-50%	-4	12%	5%	-6%	-18%
CCN(CC)CCNC(=O)CNC(=O)c1nn(-c2ccc(OC)c(OC)c2)c(=O)c2ccccc12	9%	-14%	4%	9%	-9	36%	15%	-15%	0%
Cc1ccc(S(=O)(=O)CCSc2nc(C)cc(C(F)(F)F)c2C#N)cc1	26%	-3%	28%	-11%[59 µM]	5	83%[activator]	-10%	5%	0%
CC(C)(C)[C@H]1COC(=O)CCC/C=C/C[C@H](CC(=O)NCCO)C(=O)N1	-20%	11%	/	/	2	14%	3%	1%	-11%
CC(C)CCN1CCN(Cc2cccc3nonc23)CC1CCO (stereo not drawn)	-4%	-1%	5%	-8%	7	28%	-3%	-6%	-2%
N=c1n(Cc2ccccc2)c2ccccc2n1CC(O)COc1ccccc1 (stereo not drawn)	-4%	-13%	-3%	-9%[59 µM]	-2	25%	-5%	-4%	-16%
Cc1cc(Cl)ccc1OCC(=O)NNC(=O)CCOc1ccccc1	3%	-7%	4%	12%[2.33 µM]	1	52%[activator]	-13%	-8%	2%
CC(C)(C)OC(=O)N1CCC(C(=O)Nc2cccc(C(=O)NCc3ccccc3)c2)CC1	-8%	-17%	/	/	-1	27%	5%	0%	3%
COc1ccc(C2CC(=O)Oc3c2c(=O)n(C)c2ccccc32)c(OC)c1OC (stereo not drawn)	-21%&-8%	-26%[56.9 µM]	5%&-14%	21%	6&-1	4%&20%	-10%&-11%	3%&19%	-3%&0%&1%

Some of these compounds in order of SMILES length, rising:
SMILES	JMJD2A Tudor inh	RGS4 inh	BAZ2B inh	G9a inh	PI4K2A block	HP1b chromo inh	ERG Ets-DNA blk	GLS inhibitor	12-LOX inh
CCN1C(=O)N[C@@H](c2cccc(F)c2)C(C(C)=O)=C1C	-17%	-15%	/	/	-1	32%	5%	-7%	4%
O=C(NCCc1cccs1)C1CC(c2ccc([N+](=O)[O-])cc2)=NO1 (stereo not drawn)	-23%	-23%	40%[activator]	44%[59 µM]	-4	35%[activator]	7%	-2%	-3%
CCS(=O)(=O)N1Cc2ccccc2CC1C(=O)Nc1nnc(SCc2ccc(F)cc2)s1 (stereo not drawn)	-17%	-16%	2%	-43%	-4	29%	0%	8%	14%

Assay outcomes (PubChem)
